ABCB6 inh 2: ABCB6 transporter inhibitors, primary screen, K562-ABCB6 cells, flow cytometry, MLPCN library; ATP-binding cassette sub-family B member 6 (Homo sapiens), Q9NP58; K562-ABCB6 porphyrin accumulation, 1 h; stronger effect = lower value; fluorescence ratio to DMSO, % at 10 µM; actives 0.19% (n = 360,000); AID 602162, 2011;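 active = fluorescence ratio to DMSO below 75%, the collection mean minus 3 SD; inconclusive = too few cells collected in the well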;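 note: signal is porphyrin accumulated inside mitochondria; 100% equals median channel fluorescence of DMSO control wells; lower ratio means ABCB6 inhibition with less porphyrin fluorescence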
CaV13 FRET inh: Disruptors of the CACNA1D IQ motif to Ca2+-dependent inactivation inhibitor domain association, primary screening, Förster resonance energy transfer in intact living …; HEK cells, CFP/YFP FRET ICDI-IQ, plate reader, 10 min; percent FRET-ratio fall versus neutral wells; inhibition, % at 12.3 µM; actives 0.098% (n = 340,000); AID 743397;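 active = mean replicate inhibition of at least 30% and at least 1% of replicates passing that level; inconclusive = only one of the two criteria is met; inactive = neither criterion is met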;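 note: 0% = median of the neutral control wells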
HTR2A ag: mouse Htr2a agonists via beta-arrestin recruitment, primary screen, cell-based, luminescence. activation, % at 7.6 µM. AID 624169, 2012. actives 0.66% (n = 360,000). CHO-K1 mHTR2A beta-arrestin complementation; percent of 30 µM serotonin response. 5-hydroxytryptamine receptor 2A (Mus musculus), P35363;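 active = activation above a run cutoff, the mean activation of all tested compounds plus 3 SD, cut at about 14% in these data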;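 note: 0% = plate median of compound wells and 100% = 30 µM serotonin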
Target sequence (P35363 whole entry, looked up): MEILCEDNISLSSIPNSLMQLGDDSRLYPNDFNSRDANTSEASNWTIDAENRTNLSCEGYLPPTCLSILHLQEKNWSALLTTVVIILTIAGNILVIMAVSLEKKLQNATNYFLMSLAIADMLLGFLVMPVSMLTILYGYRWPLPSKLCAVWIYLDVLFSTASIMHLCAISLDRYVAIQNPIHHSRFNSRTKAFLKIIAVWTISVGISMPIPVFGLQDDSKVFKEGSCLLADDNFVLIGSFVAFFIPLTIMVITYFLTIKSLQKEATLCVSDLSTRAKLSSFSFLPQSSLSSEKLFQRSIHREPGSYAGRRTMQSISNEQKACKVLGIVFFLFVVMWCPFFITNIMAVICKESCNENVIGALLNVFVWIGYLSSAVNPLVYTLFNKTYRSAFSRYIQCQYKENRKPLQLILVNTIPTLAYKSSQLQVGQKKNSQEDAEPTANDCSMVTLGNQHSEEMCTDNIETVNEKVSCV
PDI turbidity: inhibitors of human PDI, primary screen, biochemical, turbidity, single point, plate reader; PDI insulin aggregation turbidity, A650, 90 min; actives 0.052% (n = 350,000); inhibition, % at 10 µM;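 active = mean inhibition across replicates of 30% or more, whatever share of single replicates reach that level; inconclusive = mean inhibition below 30% while every single replicate reaches 30%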;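 note: absorbance from insulin aggregation driven by PDI reduction with DTT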
aDG glyco act: activators of alpha-DG glycosylation, primary screen, uHTS, Pro5-aDG cells, AlphaScreen; actives 0.22% (n = 360,000); alpha-DG glycosylation AlphaScreen (IIH6); 0% Pro5, 100% B10-LARGE cell signal; AID 624168, 2012; activation, % at 10 µM;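 active = activation of at least 8% versus controls, or a plate z-score of at least 8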;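 note: Pro5 are CHO cells carrying HIG-tagged alpha-DG that lacks glycosylation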
MC4R ag barr: MC4R agonists recruiting beta-arrestin, primary screen, cell-based, luminescence, agonist arm of biased-ligand search | Melanocortin receptor 4 (Homo sapiens), P32245 | U2OS MC4R beta-arrestin complementation; percent of melanotan II response, DMSO zero | AID 540308, 2011 | actives 0.98% (n = 360,000) | activation, % at 8.9 µM;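 active = activation above a per-plate cutoff, the mean activation of sample wells on that plate plus 3 SD, cut at about 8% in these data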
Target sequence (P32245 whole entry, looked up): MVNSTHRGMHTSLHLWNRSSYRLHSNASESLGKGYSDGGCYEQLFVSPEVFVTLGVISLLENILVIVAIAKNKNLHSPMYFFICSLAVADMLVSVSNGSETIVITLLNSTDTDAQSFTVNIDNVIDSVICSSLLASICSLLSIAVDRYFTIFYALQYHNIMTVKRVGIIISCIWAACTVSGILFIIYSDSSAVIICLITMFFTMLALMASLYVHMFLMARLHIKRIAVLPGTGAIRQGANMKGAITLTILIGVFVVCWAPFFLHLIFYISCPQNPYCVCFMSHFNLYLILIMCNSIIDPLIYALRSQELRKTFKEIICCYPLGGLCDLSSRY
MC4R antag cAMP: MC4R antagonists of cAMP signaling, primary screen, cell-based, TR-FRET, antagonist arm of biased-ligand search | actives 0.48% (n = 360,000) | inhibition, % at 6.5 µM | MC4R-expressing cells, MTII-stimulated cAMP, LANCE TR-FRET | Melanocortin receptor 4 (Homo sapiens), P32245;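 active = inhibition above its plate's cutoff, the mean of tested wells on that plate plus 3 SD, cut at about 29% in these data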;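 note: 0% = Melanotan II alone and 100% = Melanotan II plus saturating MCL0020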
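Assay system: human MC4R-expressing U2OS cells; reagent: Melanotan II stimulation of cells; dosing: 6.5 µM single dose; timing: compound 30 min, challenge 1 h, detection 1 h; signal: TR-FRET cAMP assay; replicates: one well per compound, no replicates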
Vif inh: HIV Vif self-association inhibitors, primary screen, imaging, HEK293T, single point | HEK293T cells, Vif self-association by quenched fluorescence, 24 h | inhibition, % at 7.49 µM | actives 0.35% (n = 340,000) | AID 602346, 2012; in the data active = inhibition above about 50%, passing the limit was not always enough; inconclusive = no clear call, values can overlap the other calls; inactive = below about 31%; note: some results filed as inactive read as strong as hits
Cardio protect: cardioprotection against H2O2-induced cell death, primary screen, uHTS, H9c2 cells, ATPLite luminescence. H9c2 cardiomyocytes, H2O2 injury protection, 2 h. protection from H2O2 cell death, % at 20 µM. actives 0.63% (n = 360,000);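 active = compounds giving at least 50% protection of heart cells from peroxide-induced death in the single-dose screen, raw or plate-pattern-corrected value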;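 note: 0% = DMSO wells with peroxide and 100% = DMSO wells without peroxide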
N-glyco inh: increase of ERlucT glycosylation luciferase signal, primary screen, N-linked glycosylation inhibitor project, D54 ERlucT cells, luminescence, set 2; D54 ERlucT glycosylation luciferase reporter, 24 h; percent of 100 nM tunicamycin response; AID 588692, 2011; reporter increase, % at 12.5 µM; actives 0.23% (n = 360,000);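 active = mean luciferase reporter signal, scaled so untreated is 0 and the glycosylation-blocking control 100, at or above a set limit in every replicate; inconclusive = mean reaches the limit but not every replicate does; inactive = mean below the limit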;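 note: luciferase carries N-glycosylation sites so blocking glycosylation raises the light; 0% = median of neutral control wells and 100% = median of 100 nM tunicamycin wells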
The depositor's hits bear a star; ? = inconclusive; . = not tested or not shown.

SMILES | ABCB6 inh 2 | CaV13 FRET inh | HTR2A ag | PDI turbidity | aDG glyco act | MC4R ag barr | MC4R antag cAMP | Vif inh | Cardio protect | N-glyco inh
CC(C)Cn1c(N)c(C(=O)CSc2ncnc3sc4c(c23)CCCC4)c(=O)n(C)c1=O | 103 | ? | 3 | -2 | 1.1 | -0.4 | 1 | 17 | -13 | -4
Cc1cccc(C(=O)NC(=O)Nc2c(C)cc(C)nc2C)c1 | 97 | -7 | -2 | -11 | 0.0 | -1.8 | -4 | 0 | -11 | 2
CCCc1ccc(C(=O)NNC(=O)c2ccc(Cl)cc2)cc1 | 97 | -5 | 5 | 22 | 0.0 | 0.4 | 11 | 1 | -6 | 5
CCn1c(SCC(N)=O)nc2sc3c(c2c1=O)CCCC3 | 97 | . | -5 | -2 | -0.1 | 0.1 | -2 | -2 | 0 | -1
CC(N=C1NS(=O)(=O)c2ccccc21)C(=O)NCc1ccc(F)cc1 (configuration not stated) | 99 | -6 | -6 | -1 | 0.2 | -1.0 | 1 | 3 | -2 | 2
O=C(O)c1[nH]c(-c2ccccc2)c2c1C(=O)N(C1CC1)C2=O | 94 | -4 | -4 | . | 0.1 | . | . | 5 | -1 | 1
Cc1cnc(NC(=O)c2cc3c(s2)CCCC3)s1 | 89 | -2 | -4 | 0 | 0.3 | 3.3 | 8 | -4 | -33 | -16
Oc1cc(O)c(CN2CCOCC2)cc1CN1CCOCC1 | 101 | -6 | 0 | -2 | 0.3 | -2.2 | 12 | 19 | 1 | 2
CCOC(=O)NNC(=O)c1ccc(Cl)cc1 | 99 | -1 | 7 | -2 | -0.3 | -0.7 | 3 | -12 | 4 | 1
COc1ccc(-c2nc(N)sc2C2(O)C(=O)Nc3c(Br)cc(F)cc32)cc1OC (configuration not stated) | 98 | 8 | -2 | 9 | 0.0 | 0.1 | -33 | . | 7 | 0
O=C(NCc1ccco1)C(c1ccccc1F)N(CC1CCCO1)C(=O)Cn1nnc2ccccc21 (configuration not stated) | 96 | . | 2 | 12 | 0.1 | 0.1 | 15 | 13 | 16 | 1
O=C1/C(=C\c2cccs2)N=C(c2cccs2)N1Nc1ccccc1 | 102 | -11 | -9 | 0 | 0.0 | -3.3 | -2 | 3 | 0 | -3
Cc1ccc(-c2nc3ncccc3o2)cc1NC(=O)c1ccc2c(c1)OCO2 | 97 | -2 | -5 | -3 | -0.1 | 1.4 | 10 | 51* | 0 | 0
Cc1cc(C)c(C)c(S(=O)(=O)Nc2ccc3cn[nH]c3c2)c1C | 93 | -5 | -2 | -3 | 1.2 | -3.8 | 14 | -20 | -18 | -2
O=C(c1ccco1)N1CCN(Cc2ccc(Br)cc2)CC1 | 97 | -4 | 15* | -9 | 0.0 | -1.4 | 0 | -11 | -3 | -6
O=C(CSc1ccc(Cl)cc1)NC1CCCc2ccccc21 (configuration not stated) | 102 | -13 | -3 | -1 | 0.2 | 11* | 3 | 2 | 5 | -2
CN(C(=O)CCNC(=O)Cn1ccc2ccccc2c1=O)c1ccc(Br)cc1 | 165 | -3 | 0 | -2 | -0.1 | -0.4 | -4 | 36 | -1 | 3
CCc1cccc(C)c1NC(=O)CN(C)S(=O)(=O)c1ccc(-c2ccc(=O)[nH]n2)s1 | 98 | -5 | 9 | -4 | -0.1 | -0.7 | -3 | 0 | 0 | 1
CC(=O)N1CC[n+]2c(-c3ccc(Cl)cc3Cl)csc21 | 105 | -4 | 1 | -5 | 0.2 | -1.1 | -1 | -1 | -2 | 0
CCCc1cc(=O)[nH]c(SCc2cc(Cl)ccc2OC(F)F)n1 | 112 | -21 | 5 | -4 | -0.1 | 5.1 | -8 | -9 | -6 | -1
CC(=O)NC(C(=O)NCC(N)=O)C(C)C (configuration not stated) | 103 | -4 | 3 | -3 | -0.2 | 0.9 | 0 | -9 | 2 | 0
O=S(=O)(c1cccc(F)c1)N1CCC(CO)(Cc2cccc(F)c2)CC1 | 100 | -3 | -6 | 8 | 0.6 | 0.2 | 9 | 2 | -11 | -2
O=C(O)c1cccc2c3c([nH]c12)CCCC3 | 100 | -4 | -2 | 7 | 0.0 | 0.1 | -1 | -3 | 2 | 2
c1ccc(-c2csc3ncnc(NCCN4CCOCC4)c23)cc1 | 94 | -5 | -2 | -7 | 0.3 | -2.0 | 1 | 5 | -20 | -7
Cc1ccc(C(=O)N2CCc3ccccc32)cc1[N+](=O)[O-] | 96 | -3 | -5 | -1 | 0.1 | -0.5 | 7 | -1 | 0 | -2
CCOC(=O)c1cc(-c2ccc([N+](=O)[O-])cc2)nc2c1c(=O)[nH]c(=O)n2Cc1ccccc1 | 93 | -7 | 1 | -2 | -0.1 | -2.3 | 15 | 2 | -3 | -1
NS(=O)(=O)c1ccc(N2CCN(S(=O)(=O)Cc3ccccc3)CC2)nc1 | 97 | -5 | -2 | -23 | -0.1 | -0.8 | 4 | -16 | -1 | -2
COC(=O)c1ccccc1NC(=O)C(C)Oc1ccccc1 (configuration not stated) | 87 | -5 | -1 | -7 | 1.0 | 0.1 | -7 | . | -2 | -3
Cc1noc(C)c1C(=O)Nc1ccc(-n2ccc(C(F)(F)F)n2)cc1 | 97 | . | 0 | -1 | -0.1 | -0.6 | 8 | -2 | -6 | 0
O=C(Cn1nnc(-c2ccccc2)n1)NNC(=O)c1ccccc1 | 104 | -2 | 2 | -2 | 0.0 | -2.4 | 7 | 4 | 6 | 0
O=C(NCCc1ccccc1)c1c(O)c2ccccc2[nH]c1=O | 95 | -3 | 6 | 13 | -0.1 | 0.0 | 6 | 5 | 0 | 3
CC(Oc1cc2oc(=O)c3c(c2cc1Cl)CCC3)C(=O)NC1CC(C)(C)NC(C)(C)C1 (configuration not stated) | 99 | -3 | 5 | 6 | -0.1 | 0.0 | -1 | 0 | 4 | 2
CC1=C(C(=O)N(C)C)CC(CC(=O)NCc2ccco2)C(=O)N1CCC1=CCCCC1 (configuration not stated) | 97 | -4 | 1 | -2 | 0.2 | 0.0 | -8 | 1 | 1 | 0
COC(=O)c1c(N)sc(Cc2ccccc2)c1C | 94 | -1 | 10 | 5 | -0.1 | 0.1 | 2 | 1 | -4 | -3
COc1ccccc1C(=O)NCCCNC(=O)c1ccccn1 | 97 | -18 | -9 | 2 | 0.1 | -0.8 | 5 | ? | 3 | 2
CCOC(=O)N1CCC(N2C(=O)c3ccccc3C2Nc2cc(C(=O)OC)cc(C(=O)OC)c2)CC1 (configuration not stated) | 95 | -11 | -1 | . | -0.4 | 0.6 | 14 | 8 | 3 | 2
COc1ccc(OC)c(NC(=O)Cc2c(C(=O)O)n(C)c3ccccc23)c1 | 101 | -13 | 13 | -6 | 0.0 | 0.9 | 4 | 3 | 6 | 0
CN(C)S(=O)(=O)c1ccc(N2CCOCC2)c(C(=O)NCc2ccc3c(c2)OCO3)c1 | 88 | -4 | 5 | 3 | -0.3 | -1.6 | 1 | 13 | 3 | -1
C[C@H](CO)N1C[C@H](C)[C@@H](CN(C)Cc2ccc(-c3ccccc3)cc2)OCc2cnnn2CCCC1=O | 93 | -4 | 2 | 3 | -0.1 | 0.9 | 2 | 0 | 11 | 1
O=C(Nc1cccc(O)c1)c1cccc(C(=O)Nc2cccc(O)c2)c1 | 98 | -20 | 1 | -6 | 0.1 | -1.1 | 6 | -6 | 9 | 2
COc1ccc(/C=N/NC(=O)c2ccc(Cl)cc2Cl)cc1COC(C)=O | 98 | -5 | -3 | -7 | 0.0 | -0.9 | -14 | 3 | -2 | 13
CCCn1c(CCNc2nc(-c3ccc(Cl)c([N+](=O)[O-])c3)cs2)nc2cc(Cl)c(Cl)cc21 | 100 | -10 | -4 | 2 | 0.0 | -0.6 | 7 | . | -8 | -2
COc1ccc(OC)c(NC(=O)CN2C(=O)CSc3ccc(S(=O)(=O)N4CCCC4)cc32)c1 | 94 | -2 | 6 | 2 | 0.0 | -1.3 | -1 | 7 | -4 | 0
Cn1c(=O)c2c(nc(N/N=C/c3cccs3)n2Cc2ccccc2)n(C)c1=O | 104 | -5 | 9 | 2 | 3.2 | -3.0 | -9 | . | -8 | -3
COCCn1c(COc2cccc(OC)c2)nnc1SCC(=O)N1CCOCC1 | 93 | . | -1 | -4 | 0.0 | -0.1 | 3 | . | -2 | -1
CCc1ccc(CN2CCC(CO)(CC3CCCCO3)CC2)o1 (configuration not stated) | 102 | -17 | -5 | -3 | 0.1 | -2.8 | 3 | 5 | 6 | 0
CC(C)(C)c1cc(C2COC(=O)COCCOCC(=O)OCCOCCO2)cc(C(C)(C)C)c1O (configuration not stated) | 90 | -6 | 2 | -5 | 0.0 | -0.4 | 9 | -4 | 2 | 0
CCOC(=O)N1CCN(CCC(=O)c2ccc(OC)cc2)CC1 | 103 | -2 | 2 | 1 | 1.9 | -4.3 | 33* | 11 | -12 | -2
COC(=O)c1cn(NC(=O)C2CCC(C)CC2)c(=O)c2ccccc12 (configuration not stated) | 97 | -4 | -1 | 5 | -0.1 | -1.1 | 6 | -13 | -4 | 0
CCOc1ccc(C(=O)Nc2cccc(C(=O)O)c2C)cc1Cl | 97 | -4 | -2 | -6 | -0.1 | -0.6 | 15 | 12 | -3 | -13
Cc1ccc(NC(=O)c2ccc(C(C)(C)C)cc2)cc1-n1cnnn1 | 104 | 28 | -3 | -1 | 0.4 | -1.9 | 8 | 1 | -9 | -9
CCOC(=O)CSc1nnc(NC(=O)NC(C)C)s1 | 105 | -3 | 1 | 24 | 0.3 | -2.0 | 8 | 0 | 11 | 0
COc1ccc(S(=O)(=O)NCC2CCCN(C(=O)CCSC)C2)cc1 (configuration not stated) | 97 | -20 | -3 | 12 | 0.1 | 0.1 | 3 | -16 | 0 | 0
